High-throughput results (PubChem)
Bim-Mcl-1 = inhibitors of Bim peptide binding to Mcl-1, primary screen, biochemical, bead-based flow cytometry, multiplex | Induced myeloid leukemia cell differentiation protein Mcl-1 (Homo sapiens), Q07820 | Bim peptide-Mcl-1 binding | inhibition, % at 10 µM | 0.1% of 190,000 active | AID 1009, 2008; in the data active means inhibition above about 40%;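 further: 0% = no compound tracer wells and 100% = peptide blocker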
Target sequence (Q07820 whole entry, looked up): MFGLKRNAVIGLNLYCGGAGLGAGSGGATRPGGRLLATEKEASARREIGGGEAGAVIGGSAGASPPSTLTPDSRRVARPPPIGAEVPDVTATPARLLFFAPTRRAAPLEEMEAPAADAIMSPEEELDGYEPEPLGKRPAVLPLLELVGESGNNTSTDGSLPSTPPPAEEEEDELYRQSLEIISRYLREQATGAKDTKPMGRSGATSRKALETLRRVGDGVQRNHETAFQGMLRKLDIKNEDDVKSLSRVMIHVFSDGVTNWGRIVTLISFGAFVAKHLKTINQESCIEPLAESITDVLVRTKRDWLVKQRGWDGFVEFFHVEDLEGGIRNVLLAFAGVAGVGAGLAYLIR
Rab7 wt GTP bind = modulators of GTP binding to Rab7, primary screen, biochemical, wildtype, multiplex bead flow cytometry | GST-Rab7 beads, fluorescent GTP binding; actives lie on both sides; untreated = 100%, excess cold GTP = 0% | GTP binding activity (percent of control), % at 10 µM | AID 758, 2007 | 0.055% of 190,000 active | Rab7 GTPase wild type (dog), Bodipy-FL-GTP binding;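 active means fluorescent GTP binding to Rab7 beads changed by at least 20 points from the 100% baseline, either direction, mostly lower; inconclusive means compound itself probably fluorescent, or too few beads counted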;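 further: median green fluorescence of bound Bodipy-FL-GTP per Rab7 bead population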
Mcl1 Noxa PPI = Mcl-1/Noxa binding inhibitors, primary screen, biochemical, TR-FRET, 1536-well; inhibition, % at 21.7 µM; TR-FRET Mcl-1/Noxa peptide binding, 2 h; Induced myeloid leukemia cell differentiation protein Mcl-1 (Homo sapiens), Q07820; 1.5% of 220,000 active;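 active means compounds that cut the protein-peptide binding signal by more than 50% relative to plate controls in a single-dose test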;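 further: His-tagged Mcl-1 with rhodamine Noxa BH3 peptide and terbium anti-His antibody; 0% = Mcl-1 plus Noxa peptide wells and 100% = peptide-only wells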
HRas wt GTP = modulators of GTP binding to HRas wildtype, primary screen, biochemical, bead-based flow cytometry, multiplex. GTPase HRas (Homo sapiens), P01112. GST-Ras wt beads, Bodipy-FL-GTP binding; actives lie on both sides. GTP binding activity, % at 10 µM. 0.14% of 190,000 active;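 active means GTP binding activity at least 20% away from the 100% baseline, either lowered as inhibitor or raised as activator; inconclusive means flagged as likely green fluorescent, judged across all proteins in the well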;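 further: 0% = unlabeled GTP competition control and 100% = no-compound control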
Target sequence (P01112 whole entry, looked up): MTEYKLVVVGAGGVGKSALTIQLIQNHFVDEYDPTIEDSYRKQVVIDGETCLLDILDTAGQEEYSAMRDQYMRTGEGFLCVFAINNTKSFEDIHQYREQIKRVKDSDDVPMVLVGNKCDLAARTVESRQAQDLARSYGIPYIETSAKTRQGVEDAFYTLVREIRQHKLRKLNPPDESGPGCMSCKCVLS
Cdc42 wt GTP = modulators of GTP binding to wildtype Cdc42, primary screen, biochemical, multiplex bead flow cytometry, Bodipy-GTP; GST-Cdc42 beads; actives lie on both sides; percent activity (GTP binding), % at 10 µM; 0.2% of 190,000 active; AID 761, 2007;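 active means percent activity GTP binding at least 20 points away from the 100% baseline, either down as inhibitor or up as activator; inconclusive means compound flagged as likely green fluorescent from well-wide comparison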;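 further: median bead fluorescence of bound Bodipy-FL-GTP at 100 nM; 0% = excess unlabeled GTP control and 100% = no compound control; below 100% means less GTP binding so inhibitor and above means activator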
Target sequence (P60953 whole entry, looked up): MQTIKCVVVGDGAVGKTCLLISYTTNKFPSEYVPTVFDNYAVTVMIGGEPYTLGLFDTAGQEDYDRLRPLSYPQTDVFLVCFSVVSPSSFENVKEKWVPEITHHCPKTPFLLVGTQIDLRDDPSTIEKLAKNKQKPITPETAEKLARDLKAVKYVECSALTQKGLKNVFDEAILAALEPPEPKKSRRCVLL
Pf gametocyte = late stage P. falciparum gametocyte viability inhibitors, primary screen, ATP luminescence, HTS. P. falciparum stage V gametocytes, 24 h. inhibition, % at 10.9 µM. 0.065% of 150,000 active. AID 743093, 2013;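 active means inhibition above the mean plus 3 SD of compounds within the control limits, set per campaign, cut at about 38% in these data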;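 further: 0% = DMSO wells and 100% = medium only without gametocytes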
Rac1 wt GTP bind = wildtype Rac1 GTP binding modulators, primary screen, biochemical, GST-Rac1 beads, flow cytometry, multiplex | AID 757, 2007 | GTP binding activity (% of control), % at 10 µM | fluorescent GTP binding; actives lie on both sides; 0 = cold GTP competed, 100 = untreated | Ras-related C3 botulinum toxin substrate 1 (Homo sapiens), P63000 | 0.27% of 190,000 active;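 active means GTP binding activity at least 20 points away from the 100% control level, either lower or higher; inconclusive means compound flagged as likely green fluorescent, judged across all proteins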
Rab2 wt GTP = modulators of GTP binding to Rab2A wildtype, primary screen, biochemical, dog, bead-based flow cytometry, multiplex; Ras-related protein Rab-2A (Canis lupus familiaris), P61105; GST-Rab2 wt beads, Bodipy-GTP binding; GTP binding activity, % at 10 µM; 0.19% of 190,000 active; AID 760, 2007;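 active means GTP binding activity at least 20 points away from 100%, either lowered or raised; inconclusive means signal likely due to the compound's own green fluorescence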;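 further: 0% = beads with excess unlabeled GTP and 100% = no-compound control corrected for plate trend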
Rac1 act GTP bind = GTP binding modulators of activated mutant Rac1, primary screen, biochemical, bead-based flow cytometry, multiplex, fluorescent GTP. GST-Rac1 activated beads; actives lie on both sides; 100% means binding = to untreated wells. percent activity (GTP binding), % at 10 µM. 0.11% of 190,000 active. AID 764, 2007;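 active means GTP binding at least 20 percentage points away from the 100% baseline, in either direction, so actives lie on both sides; inconclusive means Compound likely fluorescent itself, or too few beads counted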
RGS8-Gao = RGS8-Galphao binding modulators, primary screen, biochemical, multiplexed bead flow cytometry; 0.34% of 220,000 active; response (percent of control binding), % at 10 µM; Guanine nucleotide-binding protein G(o) subunit alpha (Homo sapiens), P09471; actives lie on both sides; in the data active means response below about 60% or above about 140%; inactive means in between;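 further: Galphao activated as the GDP aluminium fluoride complex binding bead-coupled RGS8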
Target sequence (P09471 whole entry, looked up): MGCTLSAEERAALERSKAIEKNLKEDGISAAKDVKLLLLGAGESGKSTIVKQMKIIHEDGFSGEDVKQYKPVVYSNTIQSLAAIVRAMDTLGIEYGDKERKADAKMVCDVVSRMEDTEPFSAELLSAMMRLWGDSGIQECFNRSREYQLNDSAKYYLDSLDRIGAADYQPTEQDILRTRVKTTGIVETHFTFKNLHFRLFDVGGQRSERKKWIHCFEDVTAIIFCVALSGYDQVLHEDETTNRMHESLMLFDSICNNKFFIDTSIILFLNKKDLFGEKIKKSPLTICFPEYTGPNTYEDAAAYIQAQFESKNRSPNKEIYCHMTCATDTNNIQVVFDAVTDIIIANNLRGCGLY
Mcl1 Bid PPI = Mcl-1/Bid binding inhibitors, primary screen, biochemical, TR-FRET, 1536-well | inhibition, % at 21.7 µM | Induced myeloid leukemia cell differentiation protein Mcl-1 (Homo sapiens), Q07820 | 0.97% of 220,000 active | AID 1021, 2008 | TR-FRET Mcl-1/Bid-Dy647 peptide binding;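 active means compounds that cut the binding signal by more than half at the single screening dose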;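 further: His-tagged Mcl-1 with europium anti-His antibody binding Bid BH3 peptide; 0% = Mcl-1 plus peptide wells and 100% = peptide-only wells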
An asterisk follows results filed as active; ? = inconclusive; · = not tested or not shown.

Second line of a record – Bim-Mcl-1, Rab7 wt GTP bind, Mcl1 Noxa PPI, HRas wt GTP, Cdc42 wt GTP, Pf gametocyte, Rac1 wt GTP bind, Rab2 wt GTP, Rac1 act GTP bind, RGS8-Gao, Mcl1 Bid PPI
#1 Cc1cc(NC(=O)/C=C/C(=O)N(c2ccccc2C)C(C(=O)NC2CCCC2)c2ccc(F)cc2)no1 (stereo not given)
→ -2, 94, 7, 96, 93, ·, 96, 93, 95, 99, -7
#2 COc1ccc(Nc2c(-c3ccco3)nc3ccc(C)cn23)cc1
→ -1, 107, 6, 98, 97, -26, 100, 101, 97, 99, -30
#3 Cn1c(NC(=O)c2ccccc2NC(=O)C(C)(C)C)nc2ccccc21
→ 0, 101, -6, 98, 98, ·, 103, 99, 98, 105, -23
#4 O=C(CCn1c(=O)oc2ccccc21)Nc1ccccc1
→ 0, 100, 39, 99, 99, ·, 100, 98, 98, 105, 6
#5 COC(=O)c1ccc(-n2nnnc2SCc2nn[nH]n2)cc1
→ 7, 97, 6, 100, 99, ·, 106, 98, 99, 107, -6
#6 CCOc1ccc(C(=O)Nc2ccc(NC(=O)c3ccco3)c(Cl)c2)cc1Br
→ -3, 97, 1, 98, 98, ·, 99, 98, 98, 98, -40
#7 Cc1ccc(S(=O)(=O)N(CC(=O)O)Cc2ccccc2F)cc1
→ 0, 95, 19, 98, 96, -26, 96, 96, 95, 103, -3
#8 CC(=O)Nc1ccc(NC(=O)CN(c2ccc(C34CC5CC(CC(C5)C3)C4)cc2)S(C)(=O)=O)cc1
→ -1, 97, -270, 101, 102, ·, 101, 100, 99, 100, -30
#9 CCOC(=O)c1[nH]c(C)c(C(=O)N2CCOCC2)c1C
→ 0, 99, -1, 107, 108, ·, 110, 104, 103, 103, -13
#10 Cc1ccc2nc(-c3ccc(NC(=O)CCS(=O)(=O)c4ccccc4)cc3)sc2c1
→ -3, 100, 24, 98, 99, ·, 98, 97, 98, 103, -20
#11 COc1ccc(CN(C)CC(=O)Nc2c(C)cccc2C)c(OC)c1
→ 1, 98, 11, 99, 100, ·, 100, 99, 95, 101, -4
#12 COc1ccc(Cc2nnc(NC(=O)C3CCCO3)s2)cc1 (stereo not given)
→ 0, 98, 14, 98, 98, ·, 97, 98, 99, 101, 1
#13 Cc1cccc(OCC(O)Cn2c(=N)n(CCN3CCOCC3)c3ccccc32)c1 (stereo not given)
→ 0, 107, 10, 104, 104, ·, 109, 102, 102, 98, 11
#14 O=C1NC(=O)/C(=C\c2ccc(OCc3cccc(C(=O)O)c3)c(Cl)c2)N1
→ 3, 101, 28, 91, 89, ·, 89, 92, 90, 97, -18
#15 COc1ccccc1Nc1nnc(SCc2nnc(-c3cc(OC)c(OC)c(OC)c3)o2)s1
→ -6, 99, 45, 98, 98, ·, 101, 97, 98, 108, -9
#16 CCOC(=O)C1CCN(c2c(NCc3ccc(C(=O)NCCC(C)C)cc3)c(=O)c2=O)CC1
→ 1, 93, -7, 97, 97, 20, 96, 94, 98, 104, -15
#17 Cc1ccc(C(=O)N2c3ccccc3CC2C)o1 (stereo not given)
→ -4, ?, 3, ?, ?, 22, ?, ?, ?, 99, -41
#18 Cc1cc(C)nc(NC(=O)c2ccc(C)c([N+](=O)[O-])c2)n1
→ -2, 99, 17, 99, 96, 6, 92, 96, 92, 105, 13
#19 Cc1[nH]nc(N=CC2=C(O)CC(C)(C)CC2=O)c1-c1ccccc1
→ -2, 96, 7, 96, 96, 5, 96, 94, 95, 102, -12
#20 Cc1occc1-c1nnc(SCC(=O)Nc2ccccc2)n1C(C)c1ccccc1 (stereo not given)
→ -1, 102, 4, 102, 103, ·, 103, 102, 102, 97, -13
#21 O=C(CSc1nc2ccccc2s1)NCCCN1CCOCC1
→ -7, 99, -13, 98, 97, 2, 97, 98, 96, 100, -35
#22 Cc1cc(OCCCn2ccnc2)ccc1C(C)C
→ -3, 90, 32, 96, 104, -27, 105, 96, 99, 100, 15
#23 Nc1ccc(CC2SC(=O)NC2=O)cc1 (stereo not given)
→ 11, 105, 0, 103, 103, ·, 105, 103, 100, 95, -106
#24 CCOC(=O)Nc1ccc2c(c1)N(C(=O)CN1CCN(C)CC1)c1ccccc1S2
→ 3, 104, 33, 105, 105, 6, 103, 104, 101, 101, 17
#25 Cc1nnc(SCC(=O)N2N=C(c3ccc(Cl)cc3)CC2c2ccco2)[nH]c1=O (stereo not given)
→ 4, 106, 53*, 99, 99, 0, 100, 101, 97, 104, -64
#26 C=CCSc1nncn1/N=C/c1ccc(OC)cc1
→ -2, 97, 10, 99, 99, ·, 100, 98, 98, 99, 0
#27 Fc1ccccc1-n1cn[nH]c1=S
→ -1, 95, 8, 99, 98, -6, 101, 98, 96, 101, -27
#28 CCc1ccc(NC(=O)c2c(Cl)nc(C)c(Cl)c2C)cc1
→ 1, 97, 11, 101, 100, -7, 102, 100, 102, 104, -14
#29 CN=C(Nc1cc(C)nn1CCC#N)c1ccc(F)cc1
→ -2, 98, 29, 101, 103, -37, 100, 101, 99, 102, -4
#30 CN(C)C(=C(C#N)C#N)N1CCN(c2ccc(Cl)cc2)CC1
→ 0, 98, 19, 94, 93, 19, 100, 96, 95, 108, -17

A draw from above in order of heavy-atom count, low to high.
Second line of a record – Bim-Mcl-1, Rab7 wt GTP bind, Mcl1 Noxa PPI, HRas wt GTP, Cdc42 wt GTP, Pf gametocyte, Rac1 wt GTP bind, Rab2 wt GTP, Rac1 act GTP bind, RGS8-Gao, Mcl1 Bid PPI
#5 COC(=O)c1ccc(-n2nnnc2SCc2nn[nH]n2)cc1
→ 7, 97, 6, 100, 99, ·, 106, 98, 99, 107, -6
#21 O=C(CSc1nc2ccccc2s1)NCCCN1CCOCC1
→ -7, 99, -13, 98, 97, 2, 97, 98, 96, 100, -35
#2 COc1ccc(Nc2c(-c3ccco3)nc3ccc(C)cn23)cc1
→ -1, 107, 6, 98, 97, -26, 100, 101, 97, 99, -30
#3 Cn1c(NC(=O)c2ccccc2NC(=O)C(C)(C)C)nc2ccccc21
→ 0, 101, -6, 98, 98, ·, 103, 99, 98, 105, -23
#25 Cc1nnc(SCC(=O)N2N=C(c3ccc(Cl)cc3)CC2c2ccco2)[nH]c1=O (stereo not given)
→ 4, 106, 53*, 99, 99, 0, 100, 101, 97, 104, -64
#24 CCOC(=O)Nc1ccc2c(c1)N(C(=O)CN1CCN(C)CC1)c1ccccc1S2
→ 3, 104, 33, 105, 105, 6, 103, 104, 101, 101, 17
#15 COc1ccccc1Nc1nnc(SCc2nnc(-c3cc(OC)c(OC)c(OC)c3)o2)s1
→ -6, 99, 45, 98, 98, ·, 101, 97, 98, 108, -9
#8 CC(=O)Nc1ccc(NC(=O)CN(c2ccc(C34CC5CC(CC(C5)C3)C4)cc2)S(C)(=O)=O)cc1
→ -1, 97, -270, 101, 102, ·, 101, 100, 99, 100, -30
#1 Cc1cc(NC(=O)/C=C/C(=O)N(c2ccccc2C)C(C(=O)NC2CCCC2)c2ccc(F)cc2)no1 (stereo not given)
→ -2, 94, 7, 96, 93, ·, 96, 93, 95, 99, -7

Next section.
Second line of a record – Bim-Mcl-1, Rab7 wt GTP bind, Mcl1 Noxa PPI, HRas wt GTP, Cdc42 wt GTP, Pf gametocyte, Rac1 wt GTP bind, Rab2 wt GTP, Rac1 act GTP bind, RGS8-Gao, Mcl1 Bid PPI
#31 CCOc1ccc(C(F)(F)F)cc1NC(C)=O
→ -1, 98, 20, 105, 107, -12, 102, 105, 101, 104, -7
#32 CC(C)CNS(=O)(=O)c1ccc(OCC(=O)NCc2ccco2)cc1
→ -1, 99, 14, 103, 100, -19, 106, 102, 101, 105, -42
#33 CC(Oc1ccccc1)C(=O)NN1Cc2ccccc2C1=N (stereo not given)
→ -1, 101, 7, 94, 94, ·, 95, 96, 96, 102, -21
#34 CCOC(=O)/C(C#N)=C1/C=CNC(=O)N1
→ 0, 95, -7, 101, 100, -6, 100, 102, 99, 98, -48
#35 CCOC(=O)c1sc(NC(=O)c2cccnc2)nc1C
→ 0, 98, 1, 100, 103, ·, 103, 100, 101, 100, -21
#36 N#Cc1c(SCc2cccc(Cl)c2)sc(C(=O)c2ccccc2)c1N
→ -2, 99, 25, 101, 101, -8, 102, 98, 100, 102, -32
#37 O=C(Nc1ccc(F)cc1)C1CCN(C(=O)c2ccc([N+](=O)[O-])cc2)CC1
→ 0, 99, 7, 96, 94, ·, 95, 97, 95, 99, -7
#38 CC1Cc2ccccc2N1C(=O)CSc1nc2cc3c(cc2cc1C#N)OCO3 (stereo not given)
→ -5, 104, -47, 102, 102, ·, 110, 101, 99, 100, -77
#39 O=C(c1cnn2c(C(F)F)cc(-c3ccccc3)nc12)N1CCc2ccccc21
→ -1, 97, -15, 97, 99, 0, 104, 99, 96, 100, 0
#40 CCC(C)(NC(=O)c1ccc(=O)[nH]c1)C(=O)NC1CCCC1 (stereo not given)
→ -3, 102, 24, 101, 101, ·, 104, 101, 98, 104, 5
#41 CC1CC(=O)N(c2ccc(NCc3ccccc3Cl)c([N+](=O)[O-])c2)C1=O (stereo not given)
→ -3, 101, 3, 103, 100, ·, 103, 101, 102, 98, -11
#42 COc1cc(C)ccc1OCCCOc1ccccc1Br
→ 3, 92, ·, 94, 96, 3, 93, 96, 94, 102, -16
#43 CCN(CC)S(=O)(=O)c1ccc(C(=O)NCc2cccs2)cc1
→ 1, ?, 8, ?, ?, 10, ?, ?, ?, 99, -17
#44 COc1ccc(CCNC(=O)CSC2=Nc3ccccc3C3=NC(C(C)C)C(=O)N23)cc1OC (stereo not given)
→ 2, 102, -3, 102, 100, ·, 99, 100, 98, 98, -49
#45 CC(=O)Nc1ccc(S(=O)(=O)NCCC(=O)OCCN2C(=O)c3ccccc3C2=O)cc1
→ 0, 99, 28, 102, 104, ·, 109, 99, 101, 103, -15
#46 O=C(Nc1cccnc1)c1ccc(Br)s1
→ 5, 100, 2, 99, 102, -26, 103, 98, 100, 98, -24
